High-throughput results: PubChem, several laboratories
EBV gp42 block – blocks Epstein-Barr virus glycoprotein 42 binding. Q1HVG2. Fluorescence polarization binding assay, mP read-out. inhibition, % (tested at 21.74 µM). 0.42% of 220,000 active. AID 1085; in the data active means inhibition above about 50%
TNF necrop inh – inhibitors of TNF-alpha induced necroptosis in Jurkat FADD-/- cells; Jurkat FADD-/- TNF necroptosis rescue, ATP luminescence, 24 h; 0 = TNF only, 100 = no-TNF cells; activation (protection from cell death), % at 10 µM; 0.068% of 220,000 active;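 active means activation, meaning protection from cell death, of at least 50% relative to plate controls; inactive means activation below 50%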;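 further: necroptosis triggered by 40 ng/mL TNF-alpha added together with compound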
Rad51 HR inh – blocks human Rad51 in homologous recombination; 0.085% of 200,000 active; hRad51 DNA strand exchange, fluorescence dequenching; inhibition, % at 10 µM; Q06609;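 active means inhibition above 40% at the single screening dose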;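 further: 0% = DMSO control wells and 100% = blanks with heterologous ssDNA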
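material = hRad51 filaments on single-stranded DNA | timing = filaments 15 min 37 °C, then compound 30 min | signal = FRET fluorescence dequenching, excitation 485 nm, emission 520 nm | benchmarks = control wells and blank wells on each plate | evaluation = percent inhibition relative to plate controls and blanks | compound = 10 µM final, single point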
L929 necroptosis – blocks zVAD induced death of L929 cells. L929 zVAD necroptosis rescue, ATP luminescence, 24 h; with zVAD 60 µM. viability rescue, % at 10 µM. 0.38% of 220,000 active. AID 1377;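 active means activation, scaled between plate controls, above about 75%, limit read from the data; inactive means activation under that limit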;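 further: 0% = zVAD with DMSO and 100% = DMSO alone without zVAD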
PERK inhibitor – blocks human PERK kinase; 0.17% of 220,000 active; inhibition, % at 5.6 µM; CHO PERK-DD fusion, SEAP luminescence translation reporter; AID 1416;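 active means inhibition above the mean inhibition of all tested compounds plus 3 SD, set separately per screening campaign, cut at about 2.9% in these data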;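 further: PERK kinase domain activated by AP20187 dimerizer at 100 nM; 0% = DMSO with dimerizer and 100% = rapamycin at 8.4 µM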
Target sequence (Q9NZJ5 whole entry, looked up, the tested form may be a part): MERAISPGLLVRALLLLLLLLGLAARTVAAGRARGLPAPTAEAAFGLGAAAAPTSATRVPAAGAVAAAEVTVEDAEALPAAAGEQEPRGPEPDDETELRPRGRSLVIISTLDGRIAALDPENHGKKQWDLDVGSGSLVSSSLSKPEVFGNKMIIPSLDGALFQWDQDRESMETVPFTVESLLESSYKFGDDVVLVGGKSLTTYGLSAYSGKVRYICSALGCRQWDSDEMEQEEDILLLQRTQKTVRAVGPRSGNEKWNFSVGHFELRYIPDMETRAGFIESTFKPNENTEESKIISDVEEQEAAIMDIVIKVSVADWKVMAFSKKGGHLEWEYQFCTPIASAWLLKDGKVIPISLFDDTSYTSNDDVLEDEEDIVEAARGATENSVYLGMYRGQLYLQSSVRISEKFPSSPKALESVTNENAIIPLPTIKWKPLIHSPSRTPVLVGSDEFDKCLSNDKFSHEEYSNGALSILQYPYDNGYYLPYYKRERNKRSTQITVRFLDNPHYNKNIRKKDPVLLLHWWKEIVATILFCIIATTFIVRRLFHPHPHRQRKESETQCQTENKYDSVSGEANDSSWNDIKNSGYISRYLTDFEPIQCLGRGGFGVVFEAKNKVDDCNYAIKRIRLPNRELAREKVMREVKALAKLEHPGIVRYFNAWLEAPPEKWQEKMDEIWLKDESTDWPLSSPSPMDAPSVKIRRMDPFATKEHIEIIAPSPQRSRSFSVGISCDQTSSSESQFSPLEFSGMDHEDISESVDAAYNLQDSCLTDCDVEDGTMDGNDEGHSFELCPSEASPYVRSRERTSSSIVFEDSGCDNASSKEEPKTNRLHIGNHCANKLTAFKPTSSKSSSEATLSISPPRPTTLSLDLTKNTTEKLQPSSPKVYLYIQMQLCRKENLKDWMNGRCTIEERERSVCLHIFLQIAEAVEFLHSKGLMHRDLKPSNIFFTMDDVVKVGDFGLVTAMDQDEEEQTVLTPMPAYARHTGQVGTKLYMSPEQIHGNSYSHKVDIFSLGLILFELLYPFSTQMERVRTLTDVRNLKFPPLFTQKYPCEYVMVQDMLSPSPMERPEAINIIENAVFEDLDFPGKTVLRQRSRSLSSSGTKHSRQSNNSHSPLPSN
Calpain2 inh – inhibitors of pig calpain II | 0.37% of 220,000 active | inhibition, % at 16 µM | purified calpain II, fluorogenic peptide substrate, 30 min | AID 1236;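 active means inhibition above about 50%, limit read from the data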
MDM2 E3 inh – inhibitors of human Mdm2 E3 ubiquitin ligase; AID 1230; cell-based MDM2 ubiquitination luciferase reporter, 2 h; 0 = plate control, 100 = twice control, blank-subtracted; 0.11% of 210,000 active; signal enhancement, % at 5 µM;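 active means signal enhancement of 30% or more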;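 further: luminescence tracks abundance of the self-degrading MDM2-luciferase fusion protein; higher signal means inhibition of MDM2 E3 ligase activity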
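Test system: stable mammalian line carrying autodegrading MDM2–luciferase fusion reporter; quantity: 2000 cells in each well; times: 4 h cell settling then 2 h compound exposure, 37 °C; detection: luminescence with SteadyLite reagent, 15 min at room temperature; evaluation: percent signal gain over controls, blank-subtracted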
eIF4E-4G inh – eIF4E/eIF4G interaction inhibition in translation initiation; AID 782; TR-FRET eIF4E-eIF4GI(517-606) binding, 2 h; inhibition, % at 21.7 µM; 0.37% of 220,000 active;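 active means inhibition above about 30%, limit read from the data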;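 further: 0% = full FRET control wells and 100% = background wells lacking eIF4GI fragment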
KCC2 mod – modulates chloride dependent transport by human KCC2; Q9H2X9; KCC2 cells, thallium flux FluoZin-2 fluorescence; B-score of Tl+ flux slope (higher = more flux/activation; lower = inhibition) at 10 µM; 2.2% of 190,000 active;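 active means thallium flux slope and its plate-corrected score both differing from the plate sample mean at a set confidence after two filtering rounds, in either direction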;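 further: slope of fluorescence scaled to starting intensity during 10 to 20 s after thallium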
The depositor's hits bear a star; · = not tested or not shown; [ ] = another dose, or the depositor's remark. Rows were taken by chance; about 3.6% have a hit in one of these screens.

Compound,Calpain2 inh,eIF4E-4G inh,KCC2 mod,PERK inhibitor,TNF necrop inh,Rad51 HR inh,MDM2 E3 inh,L929 necroptosis,EBV gp42 block
CC1(C)CC(=O)/C(=C(\O)CCCN2C(=O)c3ccccc3C2=O)C(=NCC(=O)O)C1,-7,-4,0.11,0.8,1.4,24,-9,0.7,-15
CCc1ccccc1NC(=S)NC1CC2CCC(C1)N2Cc1ccc(F)cc1 (centres undefined),18,-1,·,-1.4,-2.7,-99,-7,-2.2,9
COc1ccc(C(C)NC(=O)c2ccc(Cl)cc2)cc1OC (centres undefined),-9,16[fluorescence artefact?],0.012,1.2,1.4,1,6,0.0,-12
O=C(/C=C\c1cccs1)N1CCN(Cc2ccc3c(c2)OCO3)CC1,-18,0,-0.46,-0.4,1.2,-4,-12,2.9,-5
Cc1[nH][nH]c(=O)c1C(c1c(C)[nH][nH]c1=O)c1cn(Cc2cccc3ccccc23)c2ccccc12,-225,-5,-3.3,0.6,-23,8,8,0.1,11
OC(CNCC(c1ccc(Cl)cc1Cl)c1c[nH]c2ccccc12)c1ccccc1 (centres undefined),48,7,1.7,-0.2,-3.3,-3,-32,3.0,-5
O=[N+]([O-])c1nn(-c2ccc(Cl)cc2)n(O)c1=NCc1ccccc1,20,-1,0.012,1.9,-1.3,-17,-1,3.9,0
CC1=C(C(=O)OC(C)C)C(c2cccs2)n2ncnc2N1 (centres undefined),-20,10,-0.67,1.4,-0.8,-11,-12,0.8,10
COc1ccc2[nH]c(=O)c(CNc3cccc(C)c3)cc2c1,-38,2,0.41,0.9,-5.4,-14,-13,0.2,-2
CC(=O)Nc1sc(C)c(C)c1C(=O)OC(C)C,-10,0,-0.63,0.2,-0.2,·,6,0.5,-17
CCCn1cc(SCC(=O)NCC2CCCO2)c2ccccc21 (centres undefined),-28,-8,-0.32,-0.7,-0.8,4,-10,1.3,-23
COc1cc(/C=N/NC(=O)Nc2ccccc2)ccc1OC(C)=O,-4,15,-1.4,0.3,1.0,2,-10,0.9,4
c1ccc(C2CC(c3cccs3)=NN2c2ccccc2)cc1 (centres undefined),-15,4,·,-0.8,-0.2,-16,-18,0.6,-17
COc1ccc(C2C(C(C)=O)=C(O)C(=O)N2CCO)c(OC)c1 (centres undefined),19,2,0.86,-0.8,-12,4,-6,0.1,7
CCCCS(=O)CC(CS(=O)CCCC)OC(=O)c1ccc(C)cc1 (centres undefined),-13,1,-0.28,-1.0,-0.5,3,-12,-0.1,-4
CC(C)c1cccc(O)c(=O)c1,15,2,9.1*,1.3,-0.5,-6,3,1.0,-13
COc1ccc(O[C@H]2C=C[C@@H](c3ccccc3)O[C@@H]2CO/N=C(\C)CCC(=O)OC[C@H]2O[C@H](c3ccccc3)C=C[C@@H]2Oc2ccc(OC)cc2)cc1,12,7[fluorescence artefact?],0.27,0.2,2.6,·,·,5.9,-20
CCN(CC)c1c([N+](=O)[O-])c(=O)oc2ccccc12,-35,0,-0.25,1.8,-1.2,25,-4,14,2
Cc1ccc(NC(=O)c2ccc(NS(=O)(=O)c3c(C)noc3C)cc2)cc1C,-9,3,0.0021,0.9,0.5,-2,-11,2.3,-16
Clc1cccc(CNc2nnnn2-c2ccccc2)c1,9,0,0.29,0.7,-0.6,-2,-53,0.1,-13
O=C1O/C(=C/c2ccccc2)N=C1c1ccccc1,-7,3[fluorescence artefact?],·,1.9,0.5,15,-15,0.3,-20
Brc1ccc(CN2CCN(c3ccccn3)CC2)s1,-7,6,-0.42,-0.2,-0.3,-2,-5,0.8,-19
COc1cc(OC)c(C(=O)COc2ncnc3ccccc23)c(OC)c1,-7,5,·,-0.3,-1.6,10,-23,2.2,-27
CCCCC(CC(O)COCC(C)C)C(=O)NN (centres undefined),3,-3,-0.016,0.5,1.5,·,-10,-0.8,-11
COc1ccc(NC(=O)CN(c2ccc(C)cc2)S(C)(=O)=O)c(OC)c1,-3,5,·,-0.6,0.2,-1,15,0.2,3
CCCCCCCCCCCCCCCC[n+]1ccc(C(N)=O)cc1,72*,78*[fluorescence artefact?],2,0.2,-11,4,-12,-0.2,-83
COc1ccc(Cn2c(SCc3cc(C)ccc3C)nc3cc(OC)c(OC)cc3c2=N)cc1,-16,-65[fluorescence artefact?],·,-0.5,-26,-6,1,6.4,1
CN(C)c1nc(-c2ccccc2)cc(C(F)(F)F)c1C#N,-91,3[fluorescence artefact?],·,-0.3,-0.6,3,-1,-0.1,7
COCCN(C(=S)Nc1cc(C)cc(C)c1)C(C)c1cccs1 (centres undefined),37,-3,-0.91,0.0,-0.3,7,-20,-1.6,7
CCOC(=O)c1cc2nc(-c3ccco3)cc(C(F)(F)F)n2n1,-468,4,0.052,0.9,-0.9,-2,0,-0.5,-17
COc1ccc(S(=O)(=O)Cc2ccc(C(=O)N3CCN(C(=O)c4ccco4)CC3)o2)cc1,-6,6,·,0.0,-0.2,-7,-17,0.1,-9
O=C(NCc1ccc2c(c1)OCO2)c1ccc(CN2CCc3ccccc3C2)cc1,18,-11,-1.6,-0.6,-4.3,-1,-12,0.2,-18
CC(C)NS(=O)(=O)c1ccc(NC(=O)Cc2cccs2)cc1,8,15,-1.6,1.5,4.0,3,1,1.5,-8
O=C(NCCc1ccccc1)c1ccccc1F,7,-1,-0.13,0.3,-0.6,-3,-24,-0.1,-7
Cc1c(-c2ccc(/C=N/NC(=O)C(=O)Nc3ccccc3F)o2)cccc1[N+](=O)[O-],-5,-8,0.37,2.1,-2.5,-28,-3,0.1,-79
COC(=O)c1ccc(N2C(=O)CC(N3CCC(O)(c4ccc(Br)cc4)CC3)C2=O)cc1 (centres undefined),4,-8,·,-2.1,0.2,0,-24,0.2,-2
CCN(CC)C(=O)C1CC(=O)OC12CCCCC2 (centres undefined),-8,9[fluorescence artefact?],-0.55,-0.4,0.3,-4,3,-0.2,3
CC1CCCCC1NC(=O)CN1CCC(O)(c2ccc(F)cc2)CC1 (centres undefined),15,-2,-0.91,-1.0,1.1,-3,-24,-0.2,-5
CCOC(=O)c1sc(NC(=O)COC(=O)CNC(=O)C2CCCCC2)c(C(=O)OCC)c1C,26,1,0.51,-1.1,1.5,·,·,2.4,-34
Cc1cccc(N2CCN(C(=O)Cn3ccc4ccccc4c3=O)CC2)c1C,-7,0,-4.5*,-1.0,-2.8,-11,8,-0.3,-6
CC(C)Cn1c(=O)c(C2=NS(=O)(=O)c3ccccc3N2)c(O)c2ccccc21,·,·,8.8*,0.8,-2.0,·,·,1.6,·
CCOc1ccccc1NC(=O)N1CCCC1C(=O)Nc1ccc(-n2cnnn2)c(C)c1 (centres undefined),16,2,0.22,-0.7,1.8,0,-9,1.9,10
O=C(COC(=O)CCc1nc2ccccc2s1)NC(=O)NCc1ccco1,-70,2,0.75,1.0,0.0,-19,-29,-0.8,-5
CC(C)c1cc(C(F)(F)F)n2nc(C(=O)Nc3ccc(-n4cnnn4)cc3)cc2n1,-120,-4,0.31,0.9,-0.3,7,·,-1.5,2
O=C(COc1cccc2cccnc12)N/N=C1\SCC(=O)N1Cc1ccco1,-13,6,·,-1.4,-2.2,-4,·,-0.8,-6
CC(C)(C)SCCNC(=O)Nc1ccccc1,11,-1,0.53,-0.3,2.0,-2,-9,2.4,-6
N#C/C(=C\N1CCOCC1)S(=O)(=O)c1ccc(Cl)cc1,-18,-3,-0.21,1.9,0.1,22,-7,-0.2,-9
CC(=O)c1ccc(N2CCN(C(=S)Nc3cccc(Cl)c3)CC2)cc1,23,2,0.59,-0.3,1.3,-5,-8,-0.2,3
CCn1c(Cc2ccccc2)nnc1SCC(=O)OC(C)C,-19,1,-0.44,0.6,0.7,-5,-20,0.8,5
O=[N+]([O-])c1cccc(CN(CCO)Cc2ccccc2)c1,17,-3,-0.48,-0.5,-0.8,0,-7,0.0,-7
CC(N)C12CC3CC(C1)CC(C(C)N)(C3)C2 (centres undefined),3,-1,·,1.1,-0.6,-2,1,0.2,-11
Nc1cc(=O)[nH]c(SCC(=O)Nc2ccc(S(=O)(=O)N3CCCCC3)cc2)n1,-6,1,0.59,0.7,5.3,4,-7,3.4,-13
CCN(CC(O)Cn1c2ccccc2c2ccccc21)S(=O)(=O)c1ccc(F)cc1 (centres undefined),69*,5,0.79,-1.2,-1.8,-10,-4,-0.5,2
CCCn1c(N)c(NCCN2CCOCC2)c(=O)[nH]c1=O,-6,-3,-0.25,1.0,1.1,-7,-21,0.9,25
O=C(NCc1ccccn1)c1c(O)c2c([nH]c1=O)CCCC2,-23,-15[fluorescence artefact?],0.19,0.7,-3.4,-4,-10,0.0,-11
COc1ccc(C)cc1S(=O)(=O)N1CCC(C(=O)N2CCOCC2)CC1,28,-8,0.51,0.5,0.8,-5,-6,0.2,6
CN=C1S/C(=C\c2cn(CC(=O)OC)c3ccccc23)C(=O)N1C,-3,1,·,-0.3,0.7,-15,-31,75*,-10
Cc1ccc(Cl)c(OCCCCN(C)Cc2ccccc2)c1,2,4,0.46,-0.5,-3.1,-9,-18,-0.3,4
Cc1ccc(Nc2ncnc(-n3cccc3)n2)cc1Cl,2,-1,-0.024,-0.7,5.6,5,-4,1.8,-2
Cc1cc(Cl)ccc1C(=O)C1CCCN(C(=O)c2ccc3ncccc3c2)C1 (centres undefined),-16,-1,-1.2,0.7,0.3,10,-6,2.0,-1

Other records
Compound,Calpain2 inh,eIF4E-4G inh,KCC2 mod,PERK inhibitor,TNF necrop inh,Rad51 HR inh,MDM2 E3 inh,L929 necroptosis,EBV gp42 block
CCOc1ccccc1CN1CCC(CO)(CCOc2ccccc2)CC1,-14,0,-1.5,-0.2,4.0,-2,-15,-2.3,-18
COC(=O)/C=C1/S/C(=N/NC(=O)c2ccccc2)NC1=O,-9,4,-0.83,0.5,-0.5,·,-5,-0.3,-3
Cc1ccc(S(=O)(=O)C2(C(=O)Nc3cccnc3)CC2)cc1,3,-2,1.5,0.7,0.4,4,-9,2.5,1
S=C(NCc1ccccc1)N1CCn2cccc2C1c1cccnc1 (centres undefined),9,-2,-2.9,0.4,-0.3,-28,-14,0.8,-12
CCOC(=O)c1cnc(SCC(=O)OC)nc1N,-23,3,0.6,0.4,0.2,-4,-17,0.0,7
NS(=O)(=O)c1ccc(N/C=C\C(=O)c2ccc(F)cc2)cc1,-29,3,-0.071,0.2,-1.7,·,-11,0.6,-10
CCn1c(CNC(=O)c2ccccc2F)nnc1SCCOc1ccccc1,-6,4,0.0097,1.1,-0.2,13,-18,-0.2,-10

2 of the compounds above, field by field.
> S=C(NCc1ccccc1)N1CCn2cccc2C1c1cccnc1 (centres undefined)
  Calpain2 inh = 9	eIF4E-4G inh = -2	KCC2 mod = -2.9	PERK inhibitor = 0.4	TNF necrop inh = -0.3	Rad51 HR inh = -28	MDM2 E3 inh = -14	L929 necroptosis = 0.8	EBV gp42 block = -12
> NS(=O)(=O)c1ccc(N/C=C\C(=O)c2ccc(F)cc2)cc1
  Calpain2 inh = -29	eIF4E-4G inh = 3	KCC2 mod = -0.071	PERK inhibitor = 0.2	TNF necrop inh = -1.7	Rad51 HR inh = ·	MDM2 E3 inh = -11	L929 necroptosis = 0.6	EBV gp42 block = -10
